# GPR151 ag: human GPR151 activation; Q8TDV0; 650,000 tested, 1% active; activation, % at 11.2 µM; AID 1508602; PathHunter beta-arrestin GPR151 cells, luminescence; in the data active = activation above about 4.9%;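 note: 0% = median of compound wells and 100% = cells with positive control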
# Target sequence (Q8TDV0 whole entry, looked up): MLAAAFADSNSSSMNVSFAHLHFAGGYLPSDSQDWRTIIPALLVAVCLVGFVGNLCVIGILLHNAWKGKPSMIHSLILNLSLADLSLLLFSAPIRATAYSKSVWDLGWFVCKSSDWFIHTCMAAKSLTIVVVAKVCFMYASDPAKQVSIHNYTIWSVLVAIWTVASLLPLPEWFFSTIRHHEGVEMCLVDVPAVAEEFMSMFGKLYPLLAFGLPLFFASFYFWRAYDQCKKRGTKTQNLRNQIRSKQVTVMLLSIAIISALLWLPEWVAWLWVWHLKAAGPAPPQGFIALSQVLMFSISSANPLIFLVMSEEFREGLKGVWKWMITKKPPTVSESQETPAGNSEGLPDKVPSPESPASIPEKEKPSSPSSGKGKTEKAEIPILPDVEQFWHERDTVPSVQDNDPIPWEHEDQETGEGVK
# MITF primary: human MITF inhibition, primary screen | O75030 | AlphaScreen MITF homodimerization, bead proximity signal | inhibition, % at 2.6 µM | 650,000 tested, 0.91% active | AID 1259374; in the data active = inhibition above about 50%;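 note: 0% = vehicle wells with protein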
# Target sequence (O75030 whole entry, looked up): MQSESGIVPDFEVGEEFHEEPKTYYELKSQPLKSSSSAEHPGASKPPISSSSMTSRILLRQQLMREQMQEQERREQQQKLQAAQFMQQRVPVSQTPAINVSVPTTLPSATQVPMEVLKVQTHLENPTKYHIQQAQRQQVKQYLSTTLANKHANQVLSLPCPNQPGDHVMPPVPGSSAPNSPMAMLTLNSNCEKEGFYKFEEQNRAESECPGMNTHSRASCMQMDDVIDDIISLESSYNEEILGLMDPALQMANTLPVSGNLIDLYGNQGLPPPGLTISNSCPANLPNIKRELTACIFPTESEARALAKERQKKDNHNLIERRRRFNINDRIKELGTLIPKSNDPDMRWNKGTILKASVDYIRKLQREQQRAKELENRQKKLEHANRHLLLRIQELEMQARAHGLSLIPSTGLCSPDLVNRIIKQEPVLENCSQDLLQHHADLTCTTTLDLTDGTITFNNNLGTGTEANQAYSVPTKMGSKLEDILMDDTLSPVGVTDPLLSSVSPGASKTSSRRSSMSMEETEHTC
# TEAD-YAP block: TEAD-YAP interaction inhibition; HEK-TIYL cells, TEAD-Gal4/YAP UAS-luciferase luminescence; inhibition, % at 9.12 µM; 640,000 tested, 1.4% active; AID 1259422; in the data active = inhibition above about 32%;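 note: 0% = median of test compound wells and 100% = reference inhibitor wells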
# FBW7 act: human FBW7 E3 ligase activation, primary screen; AID 1259310; normalized activity (activation), % at 26.1 µM; 650,000 tested, 0.13% active; AlphaScreen FBW7–phospho-cyclin E peptide binding, activator screen; in the data active = normalized activity above about 1.9%;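 note: purified mutant Fbw7 with reduced substrate affinity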
# * marks the source's active call; other numbers are inactive results; x = not tested or not shown. Hits appear at their usual frequency. About 3.4% of those tested had a hit in this group.
smiles,GPR151 ag,MITF primary,FBW7 act,TEAD-YAP block
N#CC1=C(SCC(=O)Nc2ccc([N+](=O)[O-])cc2)NC(=O)CC1c1ccco1 (stereo not drawn),-0.1,-5,0.1,-5
Cc1cc(C)n2cc(CSc3ccc(Br)cc3)nc2n1,-1.6,17,1.0,-29
O=C(O)/C=C\C(=O)N1CCN(c2nc(-c3ccccc3)c3cc([N+](=O)[O-])ccc3n2)CC1,3.0,13,0.0,-9
N#C/C(=C\c1ccccc1C(F)(F)F)c1nn(CCO)c(N)c1C#N,-1.0,9,-0.3,-5
Cn1c(=O)c2c(n(Cc3ccccc3)c1=O)NC(=O)C2CC(=O)O (stereo not drawn),0.8,4,-0.4,-11
CCOC(=O)C1(CCc2ccccc2)CCN(Cc2nccn2CC)CC1,3.6,10,0.0,-4
Cc1cc(NC(=O)Cc2cccs2)ccc1NC(=O)COc1ccccc1,0.2,10,0.3,3
N#CCCn1cc(C#N)c(-c2ccccc2)n1,-0.5,11,0.1,-3
C=CCSc1nc(Nc2ccc(Cl)cc2)c2cnc(N3CCOCC3)nc2n1,-0.9,0,-0.1,3
CC(C)(C)c1[nH]nc2c1C(c1ccccc1Br)C(C#N)=C(N)O2 (stereo not drawn),1.3,15,0.0,9

# For convenience, 5 of the compounds above.
smiles,GPR151 ag,MITF primary,FBW7 act,TEAD-YAP block
N#CC1=C(SCC(=O)Nc2ccc([N+](=O)[O-])cc2)NC(=O)CC1c1ccco1 (stereo not drawn),-0.1,-5,0.1,-5
Cc1cc(C)n2cc(CSc3ccc(Br)cc3)nc2n1,-1.6,17,1.0,-29
O=C(O)/C=C\C(=O)N1CCN(c2nc(-c3ccccc3)c3cc([N+](=O)[O-])ccc3n2)CC1,3.0,13,0.0,-9
N#C/C(=C\c1ccccc1C(F)(F)F)c1nn(CCO)c(N)c1C#N,-1.0,9,-0.3,-5
Cn1c(=O)c2c(n(Cc3ccccc3)c1=O)NC(=O)C2CC(=O)O (stereo not drawn),0.8,4,-0.4,-11

# The results go on.
smiles,GPR151 ag,MITF primary,FBW7 act,TEAD-YAP block
CCOc1ccccc1C1C(C#N)=C(N)Oc2cc(C)oc(=O)c21 (stereo not drawn),-0.2,-5,0.3,3
CC(C)(O)C#Cc1ccc(C(=O)NCc2ccc3c(c2)OCO3)cc1,1.0,1,-0.1,-10
COc1ccc(NC2=Nc3ccccc3CC2)cc1,-5.5,9,-0.2,-44
Cc1ccc(CSc2nc3c(sc(=S)n3Cc3ccco3)c(=O)n2-c2ccc(F)cc2)cc1,-2.1,11,0.0,3
O=C1N[C@H](CO)C(=O)N2CCN(Cc3cnn(-c4ccccc4)c3)C[C@H]12,0.6,15,0.8,7
COC(=O)C(CC(C)C)NC(=O)c1ccc(F)cc1 (stereo not drawn),2.9,6,0.1,9
COCCOC(=O)c1c(C)oc2ccc(NS(=O)(=O)c3cc(OC)ccc3OC)cc12,0.6,-8,0.0,-10
Clc1ccccc1CNC12CN3CN(CN(C3)C1)C2,0.7,13,0.5,4
Cc1ccc(N(C)S(=O)(=O)c2c(C)noc2/C=C/N(C)C)cc1,0.4,-1,0.0,3
CCCCOC(=O)c1cccc(NC(=O)c2ccco2)c1,0.1,10,0.0,-12
O=C(NCc1ccccc1)c1csc(Nc2ccc(-n3ccnc3)cc2)n1,0.9,13,0.2,10
CCCCC1NC(C(=O)O)CS1 (stereo not drawn),-1.3,-8,-0.1,-6
CCCNc1ncnc2c1nc(-c1cccc(C(C)=O)c1)n2C(C)C,3.1,2,-0.1,-5
O=c1[nH]c2cc([N+](=O)[O-])ccc2nc1/C=C(\O)c1ccc([N+](=O)[O-])cc1,-0.7,30,0.3,-18
CCC(C)NC(=O)CN(C)S(=O)(=O)c1ccc2ccccc2c1 (stereo not drawn),-0.7,13,-0.1,4
O=C(CNCc1ccco1)NCc1ccc2c(c1)OCO2,-0.2,67*,-0.1,1
CCCCN1C(=O)C(NC(=O)CC)(C(F)(F)F)C2=C1CC(C)(C)CC2=O (stereo not drawn),-0.9,-11,0.0,5
Cc1cc(C)n2c(SCc3nnc(-c4ccccc4Br)o3)nnc2n1,-0.7,-2,-0.1,5
O=C1Oc2ccccc2C(=O)/C1=C\N1CCOCC1,0.3,11,-0.1,6
COc1ccc(C(=O)N2CCN3C(=O)[C@H]([C@@H](C)O)NC(=O)[C@H]3C2)cc1,0.7,-4,0.0,4
CN(C)S(=O)(=O)c1ccc(C(=O)NCc2n[nH]c(=S)n2-c2cccc(Cl)c2)cc1,0.0,10,0.1,2
Cc1cccc(Oc2nc3c(C)cccn3c(=O)c2/C=C(\C#N)C(=O)N2CCCCC2)c1,2.9,21,-0.1,17
COc1ccc(C2(O)CCN(CCN3CCCCC3)CC2)c(OC)c1,-1.3,-6,0.0,-9
O=[N+]([O-])c1cccc(Cl)c1N1CCN(S(=O)(=O)Cc2ccccc2)CC1,0.6,8,0.5,-1
Cc1cc(C(=O)COc2cccc3c2OC(C)(C)C3)c(C)n1C1CC1,-0.2,8,0.2,-4
O=C(O)CCN(Cc1ccccc1)S(=O)(=O)c1ccc([N+](=O)[O-])cc1,2.4,-4,0.1,1
Cc1cc(Nc2ccc(F)c(Cl)c2)nc(-n2nc(C)cc2C)n1,-0.8,15,1.2,6
O=C(c1cnc2sccn2c1=O)N1CCC(N2CCCC2)CC1,-0.2,12,0.0,12
Cc1ccc(Nc2nnc(SCC(=O)NCCCCCC(=O)O)s2)c(C)c1,-1.1,10,0.1,11
O=[N+]([O-])c1cc(C(F)(F)F)ccc1Sc1ncnc2nc[nH]c12,-0.5,4,-0.2,6
O=C(CSc1nc2ccccc2n1CC(=O)N1CCCCC1)N1CCCC1,1.1,12,0.1,-4
COc1ccc(N(CC(=O)NCc2ccccc2OC)S(=O)(=O)c2ccccc2)c(OC)c1,1.2,-7,-0.1,-4
CCC(C)(C(=O)NC1CCCCC1)N(C(=O)C1CCC(=O)N1)c1ccccc1 (stereo not drawn),-0.8,9,0.1,-1
Cc1nn(-c2ccccc2)c(Cl)c1C(=O)OCC(N)=O,1.8,9,0.3,-8
Cc1nc(-c2cncc(-c3ccc(F)cc3)c2)cc(N2CCN(c3ccccn3)CC2)n1,1.7,-15,0.3,-4
N#CCSc1nc2ccccc2c(=O)n1CCC(=O)NCCc1ccccc1,0.7,-6,0.0,4
CC(=O)Oc1ccc(C(=O)O/N=C(\N)c2ccncc2)cc1,-8.3,16,0.7,32*
CCOC(=O)CSc1nc2c(sc(=S)n2-c2cccc(OC)c2)c(=O)n1-c1ccccc1OC,0.2,0,0.0,-9
Cc1cc(NC(=O)CSc2nc3c(c(=O)n2-c2ccc(F)cc2)SCC3)no1,-1.3,14,0.1,2
O=C(CN1C(=O)c2ccccc2S1(=O)=O)Nc1cc(Cl)ccc1Cl,0.1,8,0.0,-1
CC(C)C(=O)Nc1nn2c(-c3cccs3)nnc2s1,-1.2,12,0.5,-1
Cc1ccc(OCCOC(=O)c2n[nH]c3ccccc23)cc1,0.0,2,-0.1,-14
CCOC(=O)c1c(NC(=O)CN2CCC(C)CC2)sc2c1CC(C)(C)OC2,0.7,5,-0.1,3
CC1CN(C2=NS(=O)(=O)c3ccccc32)CC(C)O1 (stereo not drawn),1.4,11,0.1,-2
CC(/C=C/c1ccc2ccccc2c1)=C\C(=O)O,-2.6,8,0.0,-25
O=C(CSc1nc(NCCc2ccccc2)c2ccccc2n1)c1ccc(F)cc1,1.6,4,0.0,-18
O=C(CN(C(=O)c1ccc(Cl)nc1)c1ccccc1)NCC1CCCO1 (stereo not drawn),0.8,16,0.1,-2
O=C(COc1ccccc1)N1CCC2(CC1)CC2C(=O)N1CCc2ccccc2C1 (stereo not drawn),-0.3,12,-0.1,14
CCOC(=O)c1cc2c(c(CSc3nc4ccccc4c(=O)n3Cc3ccc4c(c3)OCO4)c1)OCOC2,4.9*,-7,-0.1,-7
CCOc1ccc(NC(=O)c2cc3cccc(OC)c3oc2=O)cc1,0.7,1,-0.1,2

# More records follow.
smiles,GPR151 ag,MITF primary,FBW7 act,TEAD-YAP block
COc1ccc(C(=O)NNC(=O)c2cccc(O)c2)cc1,-1.5,-19,0.1,-10
Cc1ccc2c(c1)-c1c(ssc1=S)C(C)(C)N2C(=O)CSc1nnc(C)s1,-1.0,30,-0.1,-4
Cc1nccn1CCNC(=O)NC1CCCCC1,-0.3,0,-0.1,10
Cc1ccc(/C(O)=C2\C(=N)N(c3ccccc3)C3=C(C(=O)CCC3)C2c2ccc([N+](=O)[O-])cc2)cc1 (stereo not drawn),-1.4,15,0.3,-1
CCCC(=O)Nc1c(C(=O)Nc2ccc(C)cc2)oc2ccccc12,1.3,13,0.1,-3
Cc1ccc(NC(=O)c2cc(-c3ccc(F)cc3)nc3ccccc23)cc1F,1.4,0,-0.1,4
CCN1C(=O)c2ccccc2S(=O)c2ccc(C(=O)NCCOC)cc21 (stereo not drawn),0.8,16,0.4,-10
CCC(C(=O)Nc1c2c(nn1-c1ccc(C)cc1)CS(=O)(=O)C2)c1ccccc1 (stereo not drawn),3.1,13,-0.2,-4
CCC(C)(C)NC(=O)CN(C(=O)c1csnn1)c1ccccc1Cl,1.8,13,0.1,2
CC(C)N(C(=O)c1cnc2n(c1=O)CCS2)C(C)C,1.4,-11,-0.1,-3
O=C(COc1ccccc1C=C1C(=O)NC(=O)NC1=O)Nc1ccccc1,-2.2,6,-0.8,3
CC(C)=NOC[C@@H](O)[C@H]1O[C@@H]2OC(C)(C)O[C@@H]2[C@H]1O,-0.7,-13,-0.1,x
CCOC(=O)c1sc2ncnc(Nc3ccc(C)c(Cl)c3)c2c1C,0.8,15,-0.1,17
CCN1CCN(c2ncc(C(=O)Nc3ccc(OC)cc3OC)c3ccccc23)CC1,0.1,-5,-0.2,8
O=C(Nc1ccc(N2CCC(NCCC3=CCCCC3)CC2)cc1)c1cnccn1,0.7,3,-0.1,-8
O=C(NCCc1ccccc1)c1cnn2c(C(F)F)cc(C3CC3)nc12,0.2,5,0.0,-1
COc1ccc(CCNC(=O)CSc2cn(Cc3ccccc3Cl)c3ccccc23)cc1OC,-0.8,-9,0.3,4
CCN=c1scc(-c2ccc(O)c(C(N)=O)c2)n1/N=C/c1ccccc1OC,0.0,9,0.7,-7
COc1ccc(C(=O)OCC(=O)c2cc(C)n(CC(F)(F)F)c2C)cc1[N+](=O)[O-],0.5,-6,0.0,9
COc1ccc(C(CC(=O)N2CCOCC2)NS(=O)(=O)c2ccc(F)cc2)cc1 (stereo not drawn),0.1,16,0.3,-18
CCOc1ccc(N(CC(=O)NC2CCCC2)S(=O)(=O)c2c(C)noc2C)cc1,1.4,10,0.0,2
O=c1c2cc3c(cc2[nH]c(=S)n1CCCN1CCN(c2ccccc2F)CC1)OCO3,-1.5,-6,0.0,-4
CCOC(=O)c1c(C)nc(C)c(C(=O)OCC)c1-c1ccco1,0.3,-16,0.2,-8
O=C(C1CC1)N1c2ccccc2Sc2ccccc21,0.4,12,1.5,-4
COC(=O)c1cc(Cl)c(NC(=O)C(C)C)cc1OC,2.0,7,0.2,9
COc1cc(NC(=O)c2cccc(-n3cc(NC(=O)Nc4cccc(C)c4)cn3)c2)ccc1N1CCOCC1,0.8,3,0.0,15
Nc1cc(Cl)ccc1C(=O)OCC(=O)N1CCCCCC1,0.2,13,0.1,-52
Cc1cc(C)cc(NS(=O)(=O)c2ccc(NC(=O)C(F)(F)F)cc2)c1,1.8,1,-0.1,-3
O=S(=O)(c1ccc(-c2csc(N3N=C(c4cccs4)CC3c3ccc(F)cc3)n2)cc1)N1CCCC1 (stereo not drawn),-0.1,-5,0.0,6
COc1cc(C2C(C#N)=C(N)N(c3ccc(Cl)cc3)C3=C2C(=O)CC(C)(C)C3)cc(OC)c1OC (stereo not drawn),1.0,-13,0.0,1
O=C(O)Cn1nnc(-c2ccccc2F)n1,-0.9,-2,-0.1,-12
O=C1OC(c2cccc(I)c2)=N/C1=C\c1cc2c(cc1Cl)OCO2,-1.3,-8,0.2,8
Cc1nc2ccc(Cl)cc2c(-c2ccccc2)c1C(=O)N(C)C,-1.3,19,0.5,3
O=C1N[C@@H](CO)C(=O)N2C[C@@H](NCc3cccc4cccnc34)C[C@@H]12,0.3,-13,-0.4,-4
CCCNc1nc(Nc2ccncn2)nc2nc[nH]c12,-0.5,16,0.5,36*
COc1cc(C2C(C(=O)Nc3ccccc3)=C(C)Nc3nnnn32)ccc1OCc1ccccc1 (stereo not drawn),-0.6,3,-0.1,-13
COc1ccccc1NC(=S)N1CC(C)OC(C)C1 (stereo not drawn),0.7,0,0.0,3
CCN(CC)C(=O)C(=O)Nc1ccc(Cl)cc1,-1.6,16,1.4,-32
Cc1ccc(-c2nc(N)sc2CC(=O)OCC(=O)NC(C)c2ccccc2)cc1 (stereo not drawn),-1.2,3,0.6,-7
O=C(Cn1nc(-c2ccc3c(c2)OCCO3)ccc1=O)Nc1cnc2ccccc2c1,0.2,5,0.0,15
Cc1ccc2nc(/C(C#N)=C/c3ccc(O)c(O)c3)[nH]c2c1,-0.3,13,-0.3,-25
CCn1ncc(C(=O)NC2(c3ccc(F)cc3)CCCC2)c1C,1.4,5,0.1,8

# Bioassay records: PubChem BioAssay, The Scripps Research Institute Molecular Screening Center
